FBPA coupling cs – qHTS Assay for Inhibitors of Fructose-1,6-bisphosphate Aldolase from Giardia Lamblia: Coupling assay counterscreen | coupling enzyme system counterscreen, AmpLite Red fluorescence | activity change, negative = inhibition, % at 58.2 µM, hits read low | 290,000 compounds, 0.67% hits | AID 2472, 2010; in the data active means activity change below about -30%; further: on the % scale 0 is the no-effect control and ±100 the full control effect
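Activity here indicates interference with the coupling reaction, not aldolase inhibition. Compounds at 57.5 uM final met coupling enzymes for 10 min at RT; substrate and AmpLite Red detection followed, with a 525/598 nm fluorescence read after 20 min.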
NPC1 prom act – qHTS Assay for NPC1 Promoter Activators; AID 485313, 2010; Huh7 NPC1 promoter luciferase reporter, 24 h; 320,000 compounds, 2.4% hits; Potency, µM (series often up to 9.22 µM), inactives show top-dose activation, hits mostly activators;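 further: potency means the concentration at half of the fitted maximal effect; % of control where 0% means no effect; nearly all actives have a fitted effect of over 60% in size; reporter is driven by a mutant NPC1 promoter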
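Quantitative HTS used a cell-based reporter: Huh7 cells stably bearing the NPC1 promoter upstream of luciferase were treated with compounds for 24 h, and promoter activation was read as luminescence.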
uPA surface inh – qHTS for Inhibitors of Cell Surface uPA Generation; cell surface uPA generation assay, qHTS; Potency, µM (series often up to 38.3 µM), for the others: at the highest dose activity change, negative = inhibition, usual class: inhibitors; 330,000 compounds, 0.31% hits; AID 540303, 2011; active means well fitted inhibition curve with a large enough effect; inconclusive means small, poorly fitted or top-dose-only effect; inactive means no such curve, though single readings can be large or run the other way; tested in mouse RAW 264.7 cells; further: potency means the concentration at half of the fitted maximal effect; on the % scale 0 is the no-effect control and ±100 the full control effect; nearly all actives have a fitted effect of over 55% in size
ELG1 genotoxic – qHTS screen for small molecules that induce genotoxicity in human embryonic kidney (HEK293T) cells expressing luciferase-tagged ELG1; HEK293T ELG1-luciferase reporter, luminescence, 16 h; Potency, µM (series often up to 46 µM), for the others: at the highest dose activity change, positive = activation, actives largely listed as activators; 330,000 compounds, 1.3% hits; further: potency means the concentration at half of the fitted maximal effect; % of control where 0% means no effect; nearly all actives have a fitted effect of over 60% in size
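Reporter readout depends on ELG1 protein level, which increases with genetic stress. After 16 hr compound exposure at 37 °C, luciferase activity was quantified using ONE-Glo.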
KCNH2 3.1 inh – qHTS for Inhibitors of KCHN2 3.1: Mutant qHTS; U2OS KCNH2 3.1, thallium flux FluxOr; hits give low values; activity change, % (tested at about 1.8 µM); 340,000 compounds, 0.95% hits; AID 720553, 2013;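 active means maximum activity change below -70%; inconclusive means maximum activity change from -70% to -50%; inactive means maximum activity change above -50%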;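 further: thallium influx rate constant from kinetic fluorescence after stimulation buffer; on the % scale 0 is the no-effect control and ±100 the full control effect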
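Channel expression came from 3.1 mutant virus (1.77 x 10^8 /mL) applied to suspended U2OS cells for 4 h. Flux was tracked with FluxOr dye plus Red40 quencher, and kinetic rate constants normalized to controls.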
VP16 counter – VP16 counterscreen qHTS for inhibitors of ROR gamma transcriptional activity | Drosophila S2 Gal4-VP16 UAS-luciferase, luminescence, 20 h | Potency, µM (series often up to 53.6 µM), for the others: at the highest dose activity, negative = inhibition, actives largely listed as inhibitors | 310,000 compounds, 3.5% hits;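 further: Gal4-VP16 expression switched on by copper sulfate through the metallothionein promoter; potency means the concentration at half of the fitted maximal effect; on the % scale 0 is the no-effect control and ±100 the full control effect; nearly all actives have a fitted effect of over 50% in size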
RORgamma inh – qHTS for inhibitors of ROR gamma transcriptional activity; Nuclear receptor ROR-gamma (Mus musculus), P51450; Drosophila S2 Gal4-RORgamma UAS-luciferase reporter, 20 h; 310,000 compounds, 5.4% hits; Potency, µM (titrated, usually from 53.6 µM), without a hit: at the top dose activity change, negative = inhibition, actives largely listed as inhibitors; AID 2551, 2010; further: potency means the concentration at half of the fitted maximal effect; on the % scale 0 is the no-effect control and ±100 the full control effect; nearly all actives have a fitted effect of over 60% in size
Target sequence (P51450 whole entry, looked up, the tested form may be a part): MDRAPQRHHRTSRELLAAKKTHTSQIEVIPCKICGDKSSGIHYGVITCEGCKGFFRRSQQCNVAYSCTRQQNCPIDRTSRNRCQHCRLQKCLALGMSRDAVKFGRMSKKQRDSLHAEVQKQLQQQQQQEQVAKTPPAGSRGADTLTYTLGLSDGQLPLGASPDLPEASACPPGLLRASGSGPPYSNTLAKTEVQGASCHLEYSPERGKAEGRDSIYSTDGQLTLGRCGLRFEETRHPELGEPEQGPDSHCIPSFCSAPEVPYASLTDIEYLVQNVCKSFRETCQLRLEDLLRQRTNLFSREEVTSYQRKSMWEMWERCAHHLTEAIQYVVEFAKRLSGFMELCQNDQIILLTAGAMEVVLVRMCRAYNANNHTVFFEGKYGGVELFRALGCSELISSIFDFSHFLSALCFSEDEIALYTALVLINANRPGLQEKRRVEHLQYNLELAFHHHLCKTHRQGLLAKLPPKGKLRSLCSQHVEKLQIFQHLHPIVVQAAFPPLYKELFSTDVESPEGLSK
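Drosophila S2 cells stably expressing Gal4-DBD/mouse RORγ fusion under metallothionein promoter plus UAS-luciferase; compound 1 h, then 700 uM CuSO4 induction for 20 h at ambient temperature; inhibition read as reduced luminescence.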
Tb PFK inh – qHTS Assay to Find Inhibitors of T. brucei phosphofructokinase | ATP-dependent 6-phosphofructokinase (Trypanosoma brucei brucei), O15648 | T. brucei PFK, ADP-Glo luminescence | Potency, µM (titrated, usually from 57.5 µM), without a hit: top-dose activity, negative = inhibition, usual class: inhibitors | 330,000 compounds, 0.17% hits;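 further: potency means the concentration at half of the fitted maximal effect; 0% = uninhibited 1x PFK enzyme wells and -100% = no-enzyme wells; nearly all actives have a fitted effect of over 60% in size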
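ADP-Glo luminescence quantified ADP after 45 min at room temperature, with 1.25 nM T. brucei PFK, 0.1 mM ATP and 0.5 mM fructose-6-phosphate in pH 8.0 TEA buffer. qHTS titrations up to 57 µM; curves classified by quality.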
Giardia killer – Small Molecules that selectively kill Giardia lamblia: qHTS. Giardia lamblia trophozoite viability. activity change, % at 7.66 µM, hits read low. 340,000 compounds, 0.15% hits; in the data active means activity change below about -80%; inconclusive means between about -30% and that limit;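 further: parasites exposed to compound for two days anaerobically before the ATP read; on the % scale 0 is the no-effect control and ±100 the full control effect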
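Trophozoite viability was measured as ATP-dependent luminescence, read 15-30 min after reagent addition. Before that, parasites at 100 cells/well were exposed to compounds for 48 h, anaerobically, at 37 deg C.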
Rab9 prom act – qHTS Assay for Rab9 Promoter Activators; Huh7 Rab9 promoter-luciferase reporter, luminescence, 24 h; Potency, µM (top dose mostly 9.22 µM), for the others: at the highest dose activation, negative = inhibition, hits mostly activators; 320,000 compounds, 2.8% hits; further: potency means the concentration at half of the fitted maximal effect; % of control where 0% means no effect; nearly all actives have a fitted effect of over 60% in size
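Luminescence from Amplite-detected luciferase (10 minutes, ambient) reports Rab9 promoter activation. Before that, stable Rab9-luciferase Huh7 cells (1500/well, reduced-serum OP-MEM I plus 10% FBS) were exposed to compound for 24 hours at 37C.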
FLuc counter – qHTS profiling assay for firefly luciferase inhibitor/activator using purifed enzyme and Km concentrations of substrates (counterscreen for miR-21 project); Luciferin 4-monooxygenase (Photinus pyralis), P08659; 360,000 compounds, 6.9% hits; purified FLuc, Km substrates, luminescence inhibition; Potency, µM (highest dose often 57.5 µM), inactives show at the top dose activity change, negative = inhibition, actives largely listed as inhibitors;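 further: potency means the concentration at half of the fitted maximal effect; plate controls were vehicle for no effect and reference inhibitor for full effect; nearly all actives have a fitted effect of over 55% in size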
Target sequence (P08659 whole entry, looked up): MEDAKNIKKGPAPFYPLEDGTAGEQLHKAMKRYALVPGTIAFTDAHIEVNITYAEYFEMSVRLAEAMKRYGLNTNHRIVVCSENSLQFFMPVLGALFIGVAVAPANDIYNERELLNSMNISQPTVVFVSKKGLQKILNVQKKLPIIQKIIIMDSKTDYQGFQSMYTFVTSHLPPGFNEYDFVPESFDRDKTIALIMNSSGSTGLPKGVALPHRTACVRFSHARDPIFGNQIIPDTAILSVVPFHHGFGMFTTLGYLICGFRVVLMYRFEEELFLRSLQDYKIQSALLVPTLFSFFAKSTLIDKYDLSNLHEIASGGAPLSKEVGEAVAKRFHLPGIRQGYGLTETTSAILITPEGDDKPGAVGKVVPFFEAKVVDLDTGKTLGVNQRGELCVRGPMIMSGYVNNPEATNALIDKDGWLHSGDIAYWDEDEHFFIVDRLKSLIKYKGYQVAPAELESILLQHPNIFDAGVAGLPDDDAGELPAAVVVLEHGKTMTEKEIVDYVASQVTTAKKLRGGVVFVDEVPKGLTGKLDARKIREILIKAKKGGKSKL
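Purified P. pyralis luciferase, 10 nM final, with Km-level 10 uM D-luciferin and 10 uM ATP in 50 mM Tris acetate pH 7.5, 10 mM Mg acetate, 0.01% Tween-20, 0.05% BSA; 6-point qHTS titration about 60 µM downward; luminescence read.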
An asterisk follows results filed as active; ? = inconclusive; . = not tested or not shown; [ ] = dose if it differs, or a comment. Unless noted, the call rests on the fitted dose curve; in most records, active means well fitted curve in the direction sought with a large enough effect; inconclusive means small, poorly fitted or top-dose-only effect, or another doubt; inactive means no such curve, though single readings can be large; an effect the other way counts as inactive or inconclusive. The order is random; 14% or so of the library scored in one or more.

SMILES	FBPA coupling cs	NPC1 prom act	uPA surface inh	ELG1 genotoxic	KCNH2 3.1 inh	VP16 counter	RORgamma inh	Tb PFK inh	Giardia killer	Rab9 prom act	FLuc counter
O=C(Oc1ccc(Cl)c2cccnc12)c1cccc([N+](=O)[O-])c1	-13	-2%	-1%	0%	-6	1.6µM*	1.1µM*	9%	6	-3%	?
CC(C)Nc1nc(SCC(=O)Nc2ccccc2)nc(N2CCOCC2)n1	0	-2%	-2%	5%	-30	3%	14%	0%	4	-6%	4%
CCc1c(C(=O)OCc2ccccc2)[nH]c(C)c1C	-10	28%	0%	?	5	-18%	5%	-2%	-7	?	24µM*
CN(C)S(=O)(=O)c1ccc(N2CCCC2)c(C(=O)NC(c2ccccc2)c2ccccc2)c1	1	1%	-3%	-1%	-6	-2%	-33%	-1%	9	2%	0%
C1CCN(c2c3c(nc4nnnn24)CCCC3)CC1	.	3%	-1%	-1%	9	4%	6%	-1%	-3	-8%	0%
Cc1cc(C)cc(NC(=O)CCc2ccc(C)o2)c1	.	13%	2%	-3%	-11	-11%	-3%	-2%	-15	-6%	-10%
CCCOc1ccc(C(C)=O)cc1CN1CCOCC1	1	1%	-5%	1%	16	-13%	-6%	1%	2	-1%	1%
COCCCNC(=S)N/N=C/c1cccc(OC)c1O	-4	10%	-1%	-3%	-8	1.6µM*	0.63µM*	4%	-5	-26%	9.5µM*
Cc1nc2cc(-c3ccccc3)ccc2o1	5	8%	-10%	7%	0	-3%	42%	1%	7	2%	12µM*
O=C(c1ccc2c(c1)OCCO2)C1CCN(C(=O)Nc2ccc(F)cc2)CC1	-1	-2%	.	-5%	-18	-20%	8%	1%	-10	-4%	?
O=C(Nc1ccc(-c2nc3ccc(NC(=O)c4cccs4)cc3[nH]2)cc1)c1cccs1	0	-5%	-5%	13µM*	-5	?	13µM*	?	13	-13%	-11%
COc1ccc(CCN(C)C(=O)CCc2nnc(-c3ccccc3)o2)cc1OC	0	4.5µM*	-10%	?	11	-17%	-19%	-6%	1	3.2µM*	19µM*

Reprinted from the part before: 4 compounds, followed by the next part.
SMILES	FBPA coupling cs	NPC1 prom act	uPA surface inh	ELG1 genotoxic	KCNH2 3.1 inh	VP16 counter	RORgamma inh	Tb PFK inh	Giardia killer	Rab9 prom act	FLuc counter
Cc1nc2cc(-c3ccccc3)ccc2o1	5	8%	-10%	7%	0	-3%	42%	1%	7	2%	12µM*
O=C(c1ccc2c(c1)OCCO2)C1CCN(C(=O)Nc2ccc(F)cc2)CC1	-1	-2%	.	-5%	-18	-20%	8%	1%	-10	-4%	?
O=C(Nc1ccc(-c2nc3ccc(NC(=O)c4cccs4)cc3[nH]2)cc1)c1cccs1	0	-5%	-5%	13µM*	-5	?	13µM*	?	13	-13%	-11%
COc1ccc(CCN(C)C(=O)CCc2nnc(-c3ccccc3)o2)cc1OC	0	4.5µM*	-10%	?	11	-17%	-19%	-6%	1	3.2µM*	19µM*
O=C(COc1ccc(F)cc1Br)Nc1ccccc1N1CCOCC1	.	2%	-12%	-13%	-10	.	.	-8%	14	4%	10%
CCOC(=O)/C=C/C(=O)OCC(=O)NCc1ccccc1	6	0%	-16%	-3%	3	15%	?	0%	5	5%	1%
Cc1ccc(S(=O)(=O)N(C)CC(=O)NC2CCCC2)cc1	2	-4%	0%	-1%	-5	.	12%[0.365 µM]	-2%	-4	-4%	-3%
CCc1ccc(C(=O)COC(=O)C2CCN(c3ccc(C(F)(F)F)cn3)CC2)cc1	.	-1%	1%	-2%	-34	.	.	-6%	0	2%	?
CN(Cc1ccccc1N1CCCC1)C(=O)c1cc2ccccc2o1	.	.	1%	-8%	-18	.	.	-1%	18	.	.
O=C(COc1cccc2c1CCN(Cc1ccccc1)C2=O)N1CCCCC1	0	-8%	4%	-3%	-2	19%	23%	4%	-3	-5%	6%
CC1CC(C)CN(c2oc(-c3ccccc3Cl)nc2C#N)C1 (stereo unspecified)	0	-1%	-4%	5%	-5	5%	-4%	-17%	-7	-2%	2%
COc1ccc(OCCNC(=O)c2ccccc2OCC(=O)N2CCCCC2)cc1	4	1%	.	-8%	10	-1%	40%	-6%	8	1%	-13%
Cc1ccc(-c2ccc(OC(=O)c3ccc(=O)[nH]c3)c(C)c2)cc1	0	1%	-6%	2%	-3	0%	16%	2%	-6	0%	?
CCCn1c(=O)c(C(=O)Nc2ccccc2C)c(O)c2ccccc21	-1	17%	-3%	-5%	2	-23%	?	?	30	14%	?
O=C(NC1CCCCC1)c1sc(=S)n2c1[nH]c(=O)c1ccccc12	3	-2%	3%	-3%	2	-10%	26%	2%	-12	17%	?
CNC(=O)COc1ncnc2sccc12	1	0%	4%	2%	1	-4%	-4%	0%	2	-5%	6%
CCCCCCNc1nc(NCc2ccco2)nc(OCC)n1	-3	0%	4%	-6%	-73*	?	?	0%	7	-6%	-8%
CC(=O)c1ccc(NC(=O)CSc2ccc(-c3ccc(-n4cccn4)cc3)nn2)cc1	.	3%	-2%	?	6	.	.	-2%	-25	24%	?
Cc1ccc(C(C(=O)Nc2ccc3c(c2)OCO3)N(C)C(=O)Cc2c[nH]c3ccccc23)cc1 (stereo unspecified)	-2	5%	-6%	-6%	6	-10%	5%	-3%	-11	-1%	2%
O=C(CSc1nnc(CNC(=O)c2ccc(F)cc2)o1)Nc1ccc2c(c1)OCCO2	.	0%	?	2%	6	7%	-16%	-3%	-16	2%	-12%
Cc1ccc(CNC(=O)C2CC3Cn4c(nc5cc(Cl)c(Cl)cc54)C3N2C)o1 (stereo unspecified)	1	-5%	-13%	1%	-10	5%	39%	-2%	10	1%	-1%
CCOC(=O)c1c(C)c(C(=O)N(C)C2CCCCC2)c(C)n1C	-1	0%	-22%	7%	-9	18%	-2%	0%	-13	21%	-1%
CCOC(=O)C1CCN(C(c2cc(OC)c(OC)c(OC)c2)c2sc3nc(C)nn3c2O)CC1 (stereo unspecified)	-1	-2%	-2%	7%	-3	28%	7%	-6%	16	0%	-2%
Cc1ccc2c(c1)NCC(C(=O)NC1CCCCC1)O2 (stereo unspecified)	3	-7%	7%	4%	3	3%	?	-27%	5	-4%	-2%
O=C(Nc1ccc(Cl)cc1F)c1ccc(COc2c(F)c(F)c(F)c(F)c2F)o1	2	2%	15%	1%	-9	-2%	8%	-29%	-11	-3%	-1%
COC(=O)Sc1nc(N2CCOCC2)c2c(c1C#N)CC(C)(C)OC2	8	0%	-2%	-3%	13	?	?	-4%	10	1%	-3%
CC1CCN(C(=O)Cn2cc(SCC(=O)NCC3CCCO3)c3ccccc32)CC1 (stereo unspecified)	7	-6%	-4%	4%	2	-7%	24%	7%	13	0%	-6%
N#CCC(=O)NN=C1CCCCCCCCCCC1	3	-3%	5%	2%	0	-2%	-15%	16%	6	1%	2%
CC(=O)n1cc(/C=N/NC(=O)c2ccc([N+](=O)[O-])cc2)c2ccccc21	1	6%	-14%	3%	3	?	3.5µM*	-3%	9	11%	6.7µM*
C=CCn1c(=NC(=O)c2ccco2)sc2cc(C(=O)OCC)ccc21	0	12%	5%	9%	-26	30%	?	0%	-5	-1%	-1%
O=C(Nc1ccccc1)OCCNC(=O)c1cccc(Br)c1	4	-3%	0%	-1%	-17	-8%	19%	-7%	4	-6%	4%

3 entries out of the list, ordered by formula weight, ascending:
SMILES	FBPA coupling cs	NPC1 prom act	uPA surface inh	ELG1 genotoxic	KCNH2 3.1 inh	VP16 counter	RORgamma inh	Tb PFK inh	Giardia killer	Rab9 prom act	FLuc counter
N#CCC(=O)NN=C1CCCCCCCCCCC1	3	-3%	5%	2%	0	-2%	-15%	16%	6	1%	2%
CC(=O)n1cc(/C=N/NC(=O)c2ccc([N+](=O)[O-])cc2)c2ccccc21	1	6%	-14%	3%	3	?	3.5µM*	-3%	9	11%	6.7µM*
CC(=O)c1ccc(NC(=O)CSc2ccc(-c3ccc(-n4cccn4)cc3)nn2)cc1	.	3%	-2%	?	6	.	.	-2%	-25	24%	?

Screens deposited in PubChem BioAssay by National Center for Advancing Translational Sciences (NCATS).
